cln2 rad14: NCI yeast anticancer drug screen, S. cerevisiae cln2 rad14 strain; % growth inhibition at 50 µM; AID 165, 2004; 8.3% of 78,000 active;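 note: 0% = growth of vehicle-only cultures of the same strain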
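cln2 rad14 yeast strain; compound exposure; growth inhibition read vs vehicle controls.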
yeast bub3: NCI yeast anticancer drug screen, S. cerevisiae bub3 mutant strain | AID 167, 2004 | % growth inhibition at 50 µM | 9.9% of 78,000 active;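 note: 0% = growth of vehicle-only cultures of the same strain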
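Whole-cell yeast assay. The mutant strain was incubated with compounds, and growth inhibition was determined by comparison with vehicle-treated cells.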
mlh1 rad18: NCI yeast anticancer drug screen, S. cerevisiae mlh1 rad18 strain; % growth inhibition at 50 µM; 11% of 79,000 active;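 note: 0% = growth of vehicle-only cultures of the same strain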
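Cells of a genetically altered yeast strain, deficient in DNA damage repair, were treated with compound. Their growth was then compared with that of vehicle-treated cultures to give inhibition.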
yeast rad50: NCI yeast anticancer drug screen, S. cerevisiae rad50 strain; growth inhibition, % at 50 µM; 10% of 79,000 active; AID 155, 2004;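 note: 0% = growth of vehicle-only cultures of the same strain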
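Growth of the mutant yeast was measured after compound exposure and referenced to vehicle-treated cultures.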
yeast mec2-1: NCI yeast anticancer drug screen, S. cerevisiae mec2-1 strain. growth inhibition, % at 50 µM. 9% of 79,000 active. AID 157, 2004;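 note: 0% = growth of vehicle-only cultures of the same strain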
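mec2-1 yeast strain, carrying an alteration in DNA damage repair or cell cycle control, was exposed to compounds; growth inhibition was measured relative to vehicle-treated controls.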
sgs1 mgt1: NCI yeast anticancer drug screen, S. cerevisiae sgs1 mgt1 strain; 10% of 78,000 active; % growth inhibition at 50 µM;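 note: 0% = growth of vehicle-only cultures of the same strain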
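Growth of a repair-deficient yeast mutant was monitored after compound treatment and expressed as inhibition relative to vehicle-treated cultures.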
Numbers without * were called inactive; & = joins results of further samples. Cut-off read from the data, not from the text of the source: active = growth inhibition above about 70%; inactive = the rest. An unsorted share of the library; overall some 14% were active at least once.

1: Cc1ccc2c(c1)C(C)(C)C(C)(C)C2(C)C
2: O=c1c2ccccc2c2nccn2c2ccccc12
3: CCCOC(=O)Cc1ccc(OC)c(OC)c1
4: CC(=O)NC(C(=O)O)C(C)(C)S (centres undefined)
5: c1ccc2c(c1)NCC2CCN1CCCCC1 (centres undefined)
6: NOC(=O)C1C(c2ccccc2)C1(c1ccccc1)c1ccccc1 (centres undefined)
7: O=CNCCCCCCNC=O
8: O=C1O/C(=C(\Br)c2cccc3ccccc23)c2ccccc21

Assay by compound	1	2	3	4	5	6	7	8
cln2 rad14	0	-9	-37	27	-10	-10	-36	11
yeast bub3	4	0	6	-33	-8	14	-10	-28
mlh1 rad18	0	-5	-17	9	-50	-10	15	-18
yeast rad50	2	14	-26	-2	-22	11	-14	-18
yeast mec2-1	-1	3	1	-49	-24	0	-15	-30
sgs1 mgt1	0	19	-12	-5	-41	0	-4	-34

9: O=c1oc2c/c(=C\c3ccccn3)c(=O)c3cccc1c3-2
10: N#C/C(=C\c1cc(O)c(O)c(O)c1)C(N)=O
11: COc1ccc(C(=O)CC2=NC3NN(c4ccccc4)C(=O)C3=C2CC(=O)c2ccc(OC)cc2)cc1 (centres undefined)
12: CSc1c(C(=O)Nc2ccc(C)cc2)c(N)nn1-c1ccccc1
13: F[Si](c1ccccc1)(c1ccccc1)c1cccc2ccccc12
14: CCC(C)C(O)CC (centres undefined)
15: C=C(C)C(=O)Nc1ccc(NS(=O)(=O)c2ccc(C(C)CC)cc2)c(O)c1 (centres undefined)
16: Cc1ccc([Si](C)(C)c2ccccc2)cc1

Assay by compound	9	10	11	12	13	14	15	16
cln2 rad14	12	3	24	13	99*	19	35	8
yeast bub3	13	26	-2	4	98*	8	15	10
mlh1 rad18	1	36	32	3	99*	-16	1	5
yeast rad50	-5	30	48	21	99*	-10	9	-2
yeast mec2-1	10	-15	32	-12	99*	-9	-9	14
sgs1 mgt1	24	25	55	20	99*	2	18	-3

Some of the entries so far, with each value named.
[11] COc1ccc(C(=O)CC2=NC3NN(c4ccccc4)C(=O)C3=C2CC(=O)c2ccc(OC)cc2)cc1 (centres undefined)
  cln2 rad14: 24	yeast bub3: -2	mlh1 rad18: 32	yeast rad50: 48	yeast mec2-1: 32	sgs1 mgt1: 55
[12] CSc1c(C(=O)Nc2ccc(C)cc2)c(N)nn1-c1ccccc1
  cln2 rad14: 13	yeast bub3: 4	mlh1 rad18: 3	yeast rad50: 21	yeast mec2-1: -12	sgs1 mgt1: 20
[13] F[Si](c1ccccc1)(c1ccccc1)c1cccc2ccccc12
  cln2 rad14: 99*	yeast bub3: 98*	mlh1 rad18: 99*	yeast rad50: 99*	yeast mec2-1: 99*	sgs1 mgt1: 99*
[14] CCC(C)C(O)CC (centres undefined)
  cln2 rad14: 19	yeast bub3: 8	mlh1 rad18: -16	yeast rad50: -10	yeast mec2-1: -9	sgs1 mgt1: 2

The list goes on.
17: CCCCN(CCO)CCCC
18: CCOC(=O)NC(Nc1cc(Cl)ccc1OC)(C(F)(F)F)C(F)(F)F
19: CCn1c(C)[n+](CCCOS(=O)(=O)[O-])c2ccccc21
20: C=CC(C)c1cccc(C=O)c1O (centres undefined)
21: Cc1ccccc1-c1nnc(-c2ccc3ccccc3c2)o1
22: CNC(=O)N1CC2CCC(C)(C1)OC2(C)C (centres undefined)
23: COC(=O)c1cc(-c2ccc([N+](=O)[O-])cc2)n2c(N)nnc2n1
24: Cc1cccc2c1ccc1cc(C(C)C)c(O)cc12

Assay by compound	17	18	19	20	21	22	23	24
cln2 rad14	9	10	4	-32	-36	-20	0	50
yeast bub3	24	7	5	18	1	15	8	57
mlh1 rad18	-10	-5	-6	15	-1	-5	9	46
yeast rad50	20	2	3	0	7	-2	7	42
yeast mec2-1	5	-10	-19	-7	-4	-4	11	3
sgs1 mgt1	-5	-26	-14	0	-5	-8	15	47

25: CCC1(CN(C)C)CC/C(=C\c2ccc(OC)cc2)C1=O (centres undefined)
26: NCCS/C=C\C(=O)OCc1ccc(Br)cc1
27: c1ccc(C2=C(c3ccccc3)c3ccccc3C2)cc1
28: CC(=O)Nc1ccc(C(=O)NN2C(=O)C(Cl)C2c2cc(Br)ccc2O)cc1 (centres undefined)
29: Nc1ccnn2c(-c3ccccc3)nnc12
30: CC(=O)NC(C)(C)C1CCC(C)CC1 (centres undefined)
31: O=C(Oc1cc(OC(=O)c2ccccc2)cc(OC(=O)c2ccccc2)c1)c1ccccc1
32: Nc1nc(I)nc2c1ncn2C1OC(COS(N)(=O)=O)C(O)C1O (centres undefined)

Assay by compound	25	26	27	28	29	30	31	32
cln2 rad14	-6	6	0	12	4	8	-32	64
yeast bub3	-6	19	-9	22	12	10	-2	44
mlh1 rad18	27	54	-9	0	2	-39	-8	78*
yeast rad50	9	32	0	37	-1	-8	-7	67
yeast mec2-1	4	4	-7	-3	2	5	-10	68
sgs1 mgt1	-9	10	9	21	-6	2	0	41

33: O=C1C/C(=C/c2ccccc2[N+](=O)[O-])C(=O)N1c1ccccc1
34: Cc1n[nH]c(=O)n1/N=C/c1cccnc1
35: COc1ccc(CC(=O)OCCCl)cc1OC
36: OCc1ccc(CO)cc1
37: C=CCOC(=O)Cc1ccccc1C(=O)OCC=C
38: CCCC(=O)Oc1c(C)cc([N+](=O)[O-])cc1[N+](=O)[O-]
39: CCOc1ccc2ccccc2c1C(Cc1ccc(Cl)cc1)NCCO (centres undefined)
40: CCCCCCCOCC(=O)O

Assay by compound	33	34	35	36	37	38	39	40
cln2 rad14	-36	-2	-26	-4	-42	93*	99*	-30
yeast bub3	4	-19	44	9	21	100*	95*	1
mlh1 rad18	11	-46	-21	7	-6	99*	99*	18
yeast rad50	16	-48	-17	18	-8	99*	89*	10
yeast mec2-1	4	-10	-22	30	-1	99*	94*	-6
sgs1 mgt1	13	-34	3	-16	-7	99*	94*	4

41: CCCCC(CC)C(=O)OC(C)C(=O)Nc1ccccc1 (centres undefined)
42: C=C(C)C(CC=C(C)C)Cc1c(O)cc(OC)c2c1OC(c1ccc(O)cc1O)C(O)C2=O (centres undefined)
43: CN1NC(c2ccccc2)=C(C#N)C(=O)CC1c1ccc(F)cc1 (centres undefined)
44: CC(=O)Nc1ccc(C(C)C)cc1N
45: COc1ccc(CNc2nc3ccc(C(F)(F)F)cc3nc2-c2ccccc2)cc1OC
46: Cc1ncc(CO)c(C=NCCCCCCN=Cc2c(CO)cnc(C)c2[O-])c1[O-].[Cu+2]
47: CCOC(=O)Nc1nccs1
48: O=C(CCCCCCCC(=O)NO)NO

Assay by compound	41	42	43	44	45	46	47	48
cln2 rad14	-25&-2	44	1	3	6	81*	-37	4
yeast bub3	54&-14	57	4	1	1	26	-3	2
mlh1 rad18	59&15	85*	-13	9	-12	25	-5	-9
yeast rad50	51&9	34	-14	1	-34	4	-14	-11
yeast mec2-1	25&-26	23	2	-11	4	-20	8	7
sgs1 mgt1	24&3	55	9	7	18	-6	-5	13

49: O=[N+]([O-])c1ccc(CO)cc1
50: COC(=O)CCC(=O)C(C(=O)CCC(=O)Nc1ccc(Cl)cc1Cl)C(=O)OC (centres undefined)
51: COc1cc(Cl)ccc1NC(=O)Oc1ccc(-c2ccccc2)cc1Cl
52: CCn1c(O)c(C=Nc2ccccc2)s/c1=N/Nc1nc(-c2ccc(O)c(O)c2)cs1
53: CCC1OC(=O)CC(O)C(C)C(OC2OC(C)CC(N(C)C)C2O)C(CC=O)CC(C)C(=O)/C=C/C2(C)OC2C1C (centres undefined)
54: CC(=O)N1c2ccccc2C2(C)CCCC(O)C12O (centres undefined)
55: O=c1n(-c2ccc(Cl)c(Cl)c2)c(=O)n(-c2ccc(Cl)c(Cl)c2)c(=O)n1-c1ccc(Cl)c(Cl)c1
56: COc1nc2cc3c(cc2n2cccc12)oc1ccccc13

Assay by compound	49	50	51	52	53	54	55	56
cln2 rad14	7	18	99*	42	-2	2	-44	12
yeast bub3	22	1	99*	79*	-14	6	-4	-2
mlh1 rad18	4	21	99*	66	2	-24	4	-3
yeast rad50	0	38	66	57	-7	8	4	12
yeast mec2-1	0	-5	99*	48	-8	6	5	8
sgs1 mgt1	9	3	100*	72*	-11	-4	9	-4

57: COC(=O)C(CC(=O)C=[N+]=[N-])NC(=O)C(Cl)Cl (centres undefined)
58: O=C(O)CCn1ccc2ccccc21
59: COC(=O)/C(=N/Nc1cccc(Cl)c1)C(C(=O)C(=O)Nc1cccc(Cl)c1C)c1nc2ccccc2nc1C (centres undefined)
60: COC(=O)CCSSCCC(=O)OC
61: O=C1Oc2cc3c(c4cccc1c24)OCN(c1ccc(Cl)cc1)C3
62: CC1C(=O)C(C)C(c2ccccc2)N(N=O)C1c1ccccc1 (centres undefined)
63: CC(C)(CO)CO
64: O=C(Nc1ccc2[nH]c3c(-c4ccccc4)nccc3c2c1)c1ccccc1[N+](=O)[O-]

Assay by compound	57	58	59	60	61	62	63	64
cln2 rad14	-16	6	39	-6	33	1	33	7
yeast bub3	9	3	12	-21	33	13	8	-3
mlh1 rad18	-9	2	14	25	38	33	12	5
yeast rad50	-2	4	45	2	39	0	16	16
yeast mec2-1	-9	-1	18	-13	30	-10	-2	-21
sgs1 mgt1	-5	5	42	-2	53	11	2	-5

65: O=C(O)C(c1ccccc1)c1cccc(C(C(=O)O)c2ccccc2)n1 (centres undefined)
66: NS(=O)(=O)c1ccc(NC(=O)CCl)cc1
67: COc1ccc(CC(=O)O)cc1OC
68: CO[C@H](C)[C@@](O)(C(=O)OCC1=CCN2CCC[C@@H]12)C(C)C
69: CC[N+](C)(C)CC
70: Cc1ccccc1P(=O)(c1ccccc1C)c1ccccc1C
71: C=C1CCC2C(C)(CO)C(O)CCC2(C)C1CCC1=CCOC1=O (centres undefined)
72: C=C(CC(=O)OCC)C(=O)OCC

Assay by compound	65	66	67	68	69	70	71	72
cln2 rad14	-65	12	-24	9	18	33	3	2
yeast bub3	-53	3	-6	4	-1	32	-4	1
mlh1 rad18	-8	-16	24	16	-1	4	-8	14
yeast rad50	12	6	24	-2	-17	1	-22	15
yeast mec2-1	2	-7	1	-9	-69	13	-18	5
sgs1 mgt1	45	-2	18	32	-11	13	-3	18

73: CCN(CC)CCN1c2ccccc2Sc2ccc3ccccc3c21
74: O=C1OC(=O)C2=C1CCc1ccc3ccccc3c12
75: CN1Cc2cc(Cl)ccc2N(C)Cc2cc(Cl)ccc21
76: O=[N+]([O-])c1cc(CN(CCO)CCO)c(O)c2ncccc12
77: COc1cc(/C=C/c2ccccn2)cc(OC)c1OC
78: Cn1cnc2c(C#N)c(C#N)nn2c1=O
79: CCC(C)C(C)CO (centres undefined)
80: COC(=O)NN1C(C)=C(C(=O)OC)C2(C#N)C(C(=O)OC)=C(C)N(NC(=O)OC)C12N (centres undefined)
81: O=[N+]([O-])c1cc([N+](=O)[O-])c2sc3ccccc3c2c1
82: COc1cc2c(C)nc3c4cc5c(cc4ccc3c2cc1OC)OCO5

Assay by compound	73	74	75	76	77	78	79	80	81	82
cln2 rad14	3	-30	18	91*	1	4	5	10	39	-42
yeast bub3	38	6	21	96*	0	5	-7	10	27	40
mlh1 rad18	58	-5	32	97*	-22	3	4	-18	27	1
yeast rad50	38	-30	15	99*	-1	0	4	-14	58	-12
yeast mec2-1	1	-22	-29	94*	14	7	-14	-27	28	8
sgs1 mgt1	3	6	28	99*	-15	7	2	-56	63	18
